# 697 NFkB inh = inhibitors of the PMA/ionomycin-induced NF-kB reporter in 697 B cells. 697 B-cell NF-kB luciferase reporter, 16 h. inhibition, % at 4 µM. hit rate 0.33% among 330,000. AID 435022; in the data active means inhibition above about 35%
# CCR6 antagonist = antagonists of human CCR6 receptor | P51684 | CHO-K1 CCR6 PathHunter beta-arrestin, luminescence, CCL20-stimulated | inhibition, % at 20 µM | hit rate 0.49% among 340,000 | AID 493098;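 active means compounds whose inhibition of the agonist-driven luminescence signal at 20 µM reaches about 50%, limit read from the data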;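 further: cells stimulated with CCL20 at 14 nM final; plate controls were DMSO with CCL20 for no effect and DMSO without agonist for full effect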
# Target sequence (P51684 whole entry, looked up): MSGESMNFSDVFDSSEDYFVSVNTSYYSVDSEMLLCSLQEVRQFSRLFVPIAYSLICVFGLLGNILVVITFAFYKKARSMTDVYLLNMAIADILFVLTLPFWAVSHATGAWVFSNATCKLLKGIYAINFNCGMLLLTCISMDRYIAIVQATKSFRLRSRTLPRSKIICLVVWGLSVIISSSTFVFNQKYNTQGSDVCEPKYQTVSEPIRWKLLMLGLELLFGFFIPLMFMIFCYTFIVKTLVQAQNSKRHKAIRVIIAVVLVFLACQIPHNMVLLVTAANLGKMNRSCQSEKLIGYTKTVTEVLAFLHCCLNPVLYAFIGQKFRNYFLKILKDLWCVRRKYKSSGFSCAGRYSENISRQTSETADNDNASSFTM
# UPR XBP1 act = activators of adaptive arm of unfolded protein response (XBP1); activation, % at 20 µM; hit rate 0.33% among 330,000; AID 463104; CHO-XBP1 luciferase reporter, IRE1-XBP1 UPR activation, luminescence; percent of tunicamycin response, DMSO as zero;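 active means versus positive control, 20 µM dose yields 30% or more activation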;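 further: 100% = tunicamycin at 10 µg/mL and 0% = DMSO only wells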
#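 Material: CHO-XBP1 cells stably carrying IRE1-XBP1-driven luciferase reporter | Medium: F12 with 10% serum | Compound dosing: 20 µM single concentration, DMSO 1% | Incubation: Overnight seeding at 37 °C, 6 h compound treatment at 37 °C | Detection: Steady-Glo luminescence read | Read-out basis: % activation of reporter signal versus tunicamycin and DMSO controls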
# Mdm2-MdmX inh = human Mdm2/MdmX binding inhibition | SaOS-2 split-luciferase Mdm2/MdmX complementation, luminescence | hit rate 3% among 330,000 | AID 485346 | inhibition, % at 8 µM | O15151+Q00987;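 active means inhibition of at least 50% at 8 µM in the primary screen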
# CXCR6 block = inhibitors of human CXCR6 receptor; O00574; CHO-K1 PathHunter CXCR6 beta-arrestin, luminescence; inhibition, % at 20 µM; hit rate 0.36% among 360,000; in the data active means inhibition above about 34%, passing the limit was not always enough;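 further: antagonist mode with CXCL16 agonist at 10 nM final; 0% = 10 nM CXCL16 with DMSO and 100% = unstimulated wells without agonist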
# Target sequence (O00574 whole entry, looked up): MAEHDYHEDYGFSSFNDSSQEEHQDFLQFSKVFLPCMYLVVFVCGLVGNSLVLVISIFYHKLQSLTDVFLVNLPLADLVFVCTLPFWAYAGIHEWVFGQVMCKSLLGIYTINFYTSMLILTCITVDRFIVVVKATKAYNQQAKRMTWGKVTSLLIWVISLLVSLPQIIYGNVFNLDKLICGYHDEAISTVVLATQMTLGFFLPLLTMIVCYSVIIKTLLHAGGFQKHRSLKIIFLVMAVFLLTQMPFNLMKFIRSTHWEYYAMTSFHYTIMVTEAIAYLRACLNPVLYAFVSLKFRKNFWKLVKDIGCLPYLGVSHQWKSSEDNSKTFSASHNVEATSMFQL
# CHOP UPR activ = apoptotic UPR (CHOP) activation. CHO-CHOP luciferase reporter, luminescence; percent of tunicamycin response over DMSO baseline. activation, % at 10 µM. hit rate 0.34% among 330,000. AID 449763;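 active means at 10 µM dose, activation of 40% or more, normalized to positive control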;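 further: 100% = tunicamycin at 10 µg/mL and 0% = DMSO alone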
#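 Assay system: CHO-CHOP cells, stable luciferase reporter of PERK-eIF2a-CHOP signalling / Buffer or medium: F12 plus 10% serum / Compound dosing: one dose, 10 µM in 0.5% DMSO / Times: 6 h compound treatment, 37 °C / Technique: luciferase luminescence / Read-out: % reporter activation, DMSO baseline versus tunicamycin full activation / Benchmarks: tunicamycin and DMSO controls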
# EBI2 antag = antagonists of human EBI2 receptor. EBI2 beta-arrestin recruitment, luminescence, 7a,25-OHC stimulated. inhibition, % at 5 µM. hit rate 0.81% among 360,000. AID 651636; in the data active means inhibition above about 38%;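 further: enzyme fragment complementation signal reports receptor beta-arrestin coupling in cells; 0% = agonist plus DMSO wells and 100% = wells without agonist; some results beyond the cut were filed as inactive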
# Jurkat NFkB inh = lowers PMA/ionomycin-induced NF-kB signal in Jurkat cells | PMA/ionomycin-induced NF-kB luciferase reporter, luminescence | inhibition, % at 4 µM | hit rate 0.53% among 330,000; in the data active means inhibition above about 50%
# Gli-Sufu antag = Gli-Sufu pathway antagonism. Sufu-KO-LIGHT fibroblasts, Gli luciferase reporter luminescence. hit rate 0.74% among 340,000. inhibition, % at 5 µM;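 active means inhibition above about 55%, limit read from the data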;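 further: 0% = DMSO-treated cells and 100% = wells with medium but no cells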
# The depositor's hits bear a star; . = not tested or not shown.
SMILES,697 NFkB inh,CCR6 antagonist,UPR XBP1 act,Mdm2-MdmX inh,CXCR6 block,CHOP UPR activ,EBI2 antag,Jurkat NFkB inh,Gli-Sufu antag
O=S(=O)(Nc1cccc(-c2ccc3nncn3n2)c1)c1cccs1,24,9,1,31,-24,-1.9,1,2,-17
CCOC(=O)c1ccc(NC(=O)Cn2nnc(-c3ccc(F)cc3)n2)cc1,12,6,0,-15,-4,-4.5,-5,8,2
Cc1ccc(CNC(=O)CCS(=O)(=O)c2cc(Br)cc3c2N(C(=O)C2CC2)CC3)o1,-2,-6,-2,5,-3,0.1,9,5,4
O=C(c1ccccc1Br)N1CCC(c2nc3ccccc3s2)CC1,7,12,1,23,-2,-0.7,5,11,7
COc1ccc(C)cc1-n1c(SCC(=O)Nc2cc(C)on2)nc2sc(C)c(C)c2c1=O,-33,10,-1,7,6,-1.4,3,-5,6
COc1ccccc1N(CC(=O)N/N=C/c1ccccc1C(=O)O)S(C)(=O)=O,10,4,-2,19,4,1.4,-12,2,-6
COc1ccc(/C=N/NC(=O)c2cc(-c3cccn3C)n[nH]2)cc1OC,17,8,2,0,6,2.9,-16,3,3
CCC(c1nnnn1Cc1ccccc1)N(Cc1cc2cc(OC)ccc2[nH]c1=O)CC1CCCO1 (stereo not drawn),9,11,-2,12,-5,-0.7,5,-16,4
O=C(COc1ccccc1F)NCc1ccc(-n2cccc2)cc1,2,-3,-2,-17,-8,0.5,-5,-5,-1
O=C(CN1CCN(S(=O)(=O)c2ccccc2)CC1)Nc1ccccc1Cl,2,12,-4,18,-3,-2.2,18,4,2
CCn1c(C)nnc1SCC(=O)Nc1nccs1,11,-4,0,-27,-12,0.5,-9,0,-4
N#Cc1ccc(COC(=O)c2ccc(N3CCCC3)c([N+](=O)[O-])c2)cc1,10,13,0,3,10,-0.4,-12,3,-9
O=C1C(c2ccc(F)cc2)N(Cc2ccc3c(c2)OCO3)C(=O)CN1C1CCCC1 (stereo not drawn),6,2,-2,-8,2,-2.9,-5,18,3
Cc1cc(C)n2nc3nc(N4CCCC4)nc(-c4ccccc4)c3c2n1,6,-7,-4,20,8,-0.7,-6,-8,0
CCC(C)NC(=O)c1cc2c(=O)n3ccccc3nc2s1 (stereo not drawn),4,0,4,-11,-4,0.8,-1,-16,-14
CC(C)N1CCN(C(=O)c2ccc([N+](=O)[O-])cc2)CC1,-5,16,1,-34,1,1.7,-5,0,4
CCC(CC)C(=O)c1c[nH]c(C(=O)NCc2ccccc2)c1,4,5,-5,-23,2,2.7,26,18,-9
CC(C)C(=O)Nc1nnc(SCC(=O)N2c3ccccc3CC2C)s1 (stereo not drawn),3,9,0,11,-3,2.1,-12,-1,-8
O=C(NN=Cc1ccccc1)C(Oc1ccccc1)c1ccccc1 (stereo not drawn),.,14,.,.,-7,.,1,.,3
CCOc1cc(N2CCOCC2)c(OCC)cc1NC(=O)c1ccc(OC)c(S(=O)(=O)N2CCOCC2)c1,-5,-9,-4,-4,2,0.1,-8,3,3
Cc1ccc(S(=O)(=O)Nc2nc(C)cc(-n3nc(C)cc3C)n2)cc1,8,5,-3,0,4,2.6,2,-9,0
Oc1c(Cl)cc(Cl)cc1CNn1cnnc1,-40,-16,1,-22,-3,-0.5,-4,-16,5
Cc1c(NC(=O)c2cc(=O)[nH]c(=O)[nH]2)c(=O)n(-c2ccccc2)n1C,-1,10,1,4,0,0.8,-1,7,-2
COc1ccc(NC(=O)c2cc(-c3ccccc3OC)on2)cc1,.,19,.,.,-6,.,9,.,-35
O=C(Cn1[nH]c(=O)c2ccccc2c1=O)N1CC=C(c2ccccc2)CC1,8,16,-1,24,-5,-1.9,-7,7,22
SMILES,697 NFkB inh,CCR6 antagonist,UPR XBP1 act,Mdm2-MdmX inh,CXCR6 block,CHOP UPR activ,EBI2 antag,Jurkat NFkB inh,Gli-Sufu antag
COc1cc(C)nc(NC(=S)N(C)C(=O)c2ccccc2)n1,0,8,0,-7,7,1.8,5,-1,-3
CCCCn1c(N)c(N(CCOC)C(=O)COC(=O)COc2cc(C)ccc2Cl)c(=O)[nH]c1=O,17,-5,-3,-8,-2,-0.3,-6,2,-7
COc1ccc(NC(=O)c2ccccc2-c2ccccc2C(=O)O)cc1,-4,5,-3,-16,-2,0.4,0,-13,0
CCC(C)(C)NC(=O)CN(Cc1cccs1)C(=O)CNS(=O)(=O)c1ccc(F)cc1,-6,20,-2,19,2,-0.2,4,0,-3
COc1ccc(-n2cc(CNCc3cccnc3)c(-c3cccc(F)c3)n2)cc1,-9,8,-1,5,5,0.7,2,-9,.
COc1ccccc1NC(=O)Nc1nnc(-c2ccco2)s1,8,.,0,12,.,1.5,.,4,.
CCCCN(C(=O)NC(=O)Nc1cc(C)ccc1C)S(C)(=O)=O,22,-6,-2,21,-10,0.2,-1,-4,3
CN(C)c1cc(O)c(C(=S)Nc2ccccc2)c(N(C)C)c1,-37,6,1,-14,-1,2.7,11,-22,-9
Cc1ccc(NS(C)(=O)=O)c(C(=O)c2ccccc2)c1,22,7,0,10,0,-4.1,-5,6,8
CC(C)S(=O)(=O)c1csc(NC(=O)Nc2ccc(Cl)cc2)c1Cl,-16,9,-2,43,-6,5.9,3,-3,-19
COc1ccc(/C(O)=C2/C(=O)C(=O)N(CCN3CCOCC3)C2c2cccnc2)cc1OC (stereo not drawn),0,-2,0,6,-3,0.4,5,-6,-7
CCN(c1ccccc1)S(=O)(=O)c1ccc(C(=O)NCCCn2ccnc2)cc1,-21,1,1,-11,5,-0.1,7,-9,1
COc1cc(C)ccc1OCc1cc(C(=O)NCCN2CCOCC2)no1,-72,-5,0,-72,-1,4.1,1,-68,-26
Cc1nc2c(ncn2-c2ccccc2)c(=O)n1NC(=O)CN1CCCC1,25,-1,1,29,-12,-1.0,10,-3,5
COc1ccccc1NCCC(=O)OCC(=O)NC1CCCC(C)C1C (stereo not drawn),18,-8,1,6,-1,0.2,-15,12,-6
CCCCNC(=O)c1ccccc1NC(=O)CCC,2,16,3,-8,2,-0.7,-5,-4,-16
CC(=O)N1CCC(O)(c2ccc3c(c2)OCO3)CC1,-3,5,-3,8,7,2.6,-6,2,6
CCOC(=O)c1c(C)[nH]c(C)c1C(=O)CN1C(=O)NC2(CCCCCC2)C1=O,4,2,3,-17,-3,-1.0,-10,18,8
CCCCn1c(N)c(N(CC(C)C)C(=O)c2cccc(S(=O)(=O)N3CCN(C)CC3)c2)c(=O)[nH]c1=O,15,14,-1,15,6,-0.9,-18,-1,0
O=C1c2ccccc2CCC12N=NCC2c1ccc(Br)cc1 (stereo not drawn),-3,15,-1,-15,2,-0.9,-9,1,-7
CC1CCCCC1NC(=O)CCNS(=O)(=O)c1cc(Br)cnc1N (stereo not drawn),13,12,-2,2,9,3.4,-6,6,5
CC(C)Cc1nnc(NC(=O)CCC(=O)N2CCN(c3ccccn3)CC2)s1,-2,-3,1,12,-1,0.0,-2,1,1
Cc1cccn2c(=O)c(C=O)c(N3CCCCCC3)nc12,2,-2,-4,4,3,-1.2,25,1,0
CC(=C/c1ccccc1)/C=N/NC(=O)c1nnn(-c2nonc2N)c1CN1CCC(C)CC1,-15,15,13,-11,-6,5.0,22,12,17
COc1ccc(/C(N)=N/OC(=O)CCCc2ccccc2)cc1,-6,2,3,-51,-4,1.8,-2,-10,17
SMILES,697 NFkB inh,CCR6 antagonist,UPR XBP1 act,Mdm2-MdmX inh,CXCR6 block,CHOP UPR activ,EBI2 antag,Jurkat NFkB inh,Gli-Sufu antag
Cc1ccc(S(=O)(=O)N(C)/C(=N/S(=O)(=O)c2ccccc2)c2ccccc2)cc1,3,-4,0,-12,2,-0.4,9,-15,-5
CN(C)c1ccc(C=c2c3ccccc3n3c2cc(-c2ccccc2)[n+]3C)cc1,.,62*,.,.,52*,.,12,.,86*
CC1(c2ccccc2)NC(=O)N(CC(=O)NC(=O)NC2CCCC2)C1=O (stereo not drawn),1,-11,1,0,5,-0.9,-6,2,1
Cc1cc(C)nc(NC(=O)C(c2ccccc2)c2ccccc2)n1,-14,3,-3,3,7,-1.8,-1,-6,1
CCN(CC)S(=O)(=O)c1ccc(Cl)c(C(=O)Oc2cccc(-c3cnc4ccccc4n3)c2)c1,-127,13,0,-61,-7,3.6,-2,-115,11
O=C(NCCN1CCN(S(=O)(=O)c2ccc([N+](=O)[O-])cc2)CC1)C(=O)Nc1ccccc1,10,-9,2,71*,7,7.6,-10,-13,10
Cc1ccc(OCCC(=O)OCC(=O)NCCc2ccccc2)cc1,21,9,-4,-4,1,-1.2,5,-4,0
Cc1ccc(S(=O)(=O)N(C)C)cc1NC(=O)CN1CCN(Cc2ccccc2)CC1,2,8,0,22,0,-0.9,7,12,-13
O=C(c1ccc(CN2CCc3ccccc3C2)cc1)N1CCN(c2ccccc2)CC1,-21,-23,-1,3,-1,-1.1,-1,-10,12
COc1ccc(CC(=O)OC(C)C(=O)Nc2ccc(Cl)cn2)cc1 (stereo not drawn),26,5,-2,7,0,-0.6,-11,-5,-6

# As a working copy, eleven of the compounds above:
SMILES,697 NFkB inh,CCR6 antagonist,UPR XBP1 act,Mdm2-MdmX inh,CXCR6 block,CHOP UPR activ,EBI2 antag,Jurkat NFkB inh,Gli-Sufu antag
COc1ccc(/C(N)=N/OC(=O)CCCc2ccccc2)cc1,-6,2,3,-51,-4,1.8,-2,-10,17
Cc1ccc(S(=O)(=O)N(C)/C(=N/S(=O)(=O)c2ccccc2)c2ccccc2)cc1,3,-4,0,-12,2,-0.4,9,-15,-5
CN(C)c1ccc(C=c2c3ccccc3n3c2cc(-c2ccccc2)[n+]3C)cc1,.,62*,.,.,52*,.,12,.,86*
CC1(c2ccccc2)NC(=O)N(CC(=O)NC(=O)NC2CCCC2)C1=O (stereo not drawn),1,-11,1,0,5,-0.9,-6,2,1
Cc1cc(C)nc(NC(=O)C(c2ccccc2)c2ccccc2)n1,-14,3,-3,3,7,-1.8,-1,-6,1
CCN(CC)S(=O)(=O)c1ccc(Cl)c(C(=O)Oc2cccc(-c3cnc4ccccc4n3)c2)c1,-127,13,0,-61,-7,3.6,-2,-115,11
O=C(NCCN1CCN(S(=O)(=O)c2ccc([N+](=O)[O-])cc2)CC1)C(=O)Nc1ccccc1,10,-9,2,71*,7,7.6,-10,-13,10
Cc1ccc(OCCC(=O)OCC(=O)NCCc2ccccc2)cc1,21,9,-4,-4,1,-1.2,5,-4,0
Cc1ccc(S(=O)(=O)N(C)C)cc1NC(=O)CN1CCN(Cc2ccccc2)CC1,2,8,0,22,0,-0.9,7,12,-13
O=C(c1ccc(CN2CCc3ccccc3C2)cc1)N1CCN(c2ccccc2)CC1,-21,-23,-1,3,-1,-1.1,-1,-10,12
COc1ccc(CC(=O)OC(C)C(=O)Nc2ccc(Cl)cn2)cc1 (stereo not drawn),26,5,-2,7,0,-0.6,-11,-5,-6

# Compound activity: PubChem, Sanford-Burnham Center for Chemical Genomics
